Source: PubChem BioAssay
MLLE-PAM2 inh: blocks PAM2 peptide binding to the PABP1 MLLE domain; P11940; GST-MLLE / FITC-PAM2 fluorescence polarization; inhibition, % at 20 µM; 0.36% of 360,000 active; AID 588489; in the data active = inhibition above about 35%, passing the limit was not always enough;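 note: plate controls were DMSO wells with GST-MLLE for no effect and wells lacking GST-MLLE protein for full effect; some results filed as inactive read as strong as hits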
Target sequence (P11940 whole entry, looked up, the tested form may be a part): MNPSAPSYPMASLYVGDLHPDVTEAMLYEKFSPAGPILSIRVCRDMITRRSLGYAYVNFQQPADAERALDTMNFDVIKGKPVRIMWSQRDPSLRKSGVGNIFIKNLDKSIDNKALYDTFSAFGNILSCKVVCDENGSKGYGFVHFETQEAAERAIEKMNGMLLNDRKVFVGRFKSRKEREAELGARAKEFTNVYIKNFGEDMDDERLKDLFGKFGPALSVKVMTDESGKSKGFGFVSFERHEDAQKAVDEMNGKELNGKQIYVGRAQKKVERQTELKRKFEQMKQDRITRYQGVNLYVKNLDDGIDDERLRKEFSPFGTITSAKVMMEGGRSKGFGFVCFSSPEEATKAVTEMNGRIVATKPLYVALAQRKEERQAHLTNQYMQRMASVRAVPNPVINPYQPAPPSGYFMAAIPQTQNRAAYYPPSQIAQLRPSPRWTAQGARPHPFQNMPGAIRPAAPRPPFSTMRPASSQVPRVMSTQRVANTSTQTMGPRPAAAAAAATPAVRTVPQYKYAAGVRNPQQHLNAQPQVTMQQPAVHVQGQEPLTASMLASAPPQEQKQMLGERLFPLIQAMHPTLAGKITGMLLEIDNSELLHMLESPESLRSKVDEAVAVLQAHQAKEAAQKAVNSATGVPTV
MsrA inh: inhibitors of bovine MsrA | purified bovine MsrA, absorbance read-out | 0.75% of 360,000 active | inhibition, % at 15.5 µM | AID 651718; in the data active = inhibition above about 4.5%;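 note: 0% = vehicle wells with enzyme and 100% = reference inhibitor wells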
Tb MetRS inh: blocks T. brucei methionyl-tRNA synthetase activity; inhibition, % at 11.9 µM; AID 624268; 0.4% of 360,000 active; purified T. brucei MetRS, ATP depletion, Kinase-Glo luminescence;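 active = inhibition above a per-plate cutoff of the control wells' mean inhibition plus 3 SD, cut at about 5.5% in these data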;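 note: 0% = DMSO wells median and 100% = median of wells with control inhibitor compound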
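Measured by: Kinase-Glo luciferase luminescence reporting remaining unconsumed ATP. Material: purified T. brucei MetRS enzyme. Doses: 11.9 µM compound single dose, 0.9% DMSO. Medium: HEPES buffer containing pyrophosphatase, BSA, spermine, DTT. Times: 15 min preincubation, 2 h reaction, all 25 °C. Reagent: methionine, ATP and bulk E. coli tRNA.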
E coli Lon inh: inhibitors of E. coli Lon protease; P0A9M0; purified E. coli Lon protease, fluorescence polarization; inhibition, % at 7.94 µM; 0.42% of 360,000 active; in the data active = inhibition above about 13%, passing the limit was not always enough;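 note: 0% = enzyme with probe and DMSO and 100% = no enzyme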
Neddylation inh: blocks human cullin neddylation; P61081+Q13564; calls only at 25 µM; TR-FRET cullin neddylation, biochemical; 0.58% of 360,000 active; in the data active = inhibition above about 36%
Rin1 Abl inh: inhibitors of human Rin1-Abl protein interaction. P00519+Q13671. TR-FRET Rin1/Abl binding, biochemical. inhibition, % at 7.35 µM. 0.4% of 360,000 active. AID 588664; in the data active = inhibition above about 5%, passing the limit was not always enough
FAS TE block: FAS thioesterase (human) inhibition | P49327 | recombinant FAS-TE, OMFH fluorogenic substrate, fluorescence endpoint | inhibition, % at 15 µM | 0.67% of 360,000 active | AID 602261;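 active = compounds whose normalised, plate-corrected inhibition of enzyme fluorescence in the single-dose primary screen is 50% or more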;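 note: 0% = DMSO with enzyme and 100% = substrate without enzyme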
MsrA act: activators of bovine methionine sulfoxide reductase A; AID 602163; 0.3% of 360,000 active; activation, % at 10.6 µM; purified bovine MsrA, absorbance read-out; in the data active = activation above about 7.5%;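 note: 0% = vehicle and 100% = reference activator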
CSN deneddyl inh: blocks human CSN-mediated cullin deneddylation | Purified CSN, SCF-Nedd8-OG deneddylation, fluorescence polarization | inhibition, % at 12.5 µM | 0.38% of 360,000 active;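 active = pattern-corrected inhibition above about 35%, with an unprinted fluorescence ratio check between 0.5 and 1.5, limit read from the data, passing the limit was not always enough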;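 note: 0% = enzyme with substrate and 100% = substrate without enzyme; some results filed as inactive read as strong as hits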
Target sequence (Q92905 whole entry, looked up, one chain of several): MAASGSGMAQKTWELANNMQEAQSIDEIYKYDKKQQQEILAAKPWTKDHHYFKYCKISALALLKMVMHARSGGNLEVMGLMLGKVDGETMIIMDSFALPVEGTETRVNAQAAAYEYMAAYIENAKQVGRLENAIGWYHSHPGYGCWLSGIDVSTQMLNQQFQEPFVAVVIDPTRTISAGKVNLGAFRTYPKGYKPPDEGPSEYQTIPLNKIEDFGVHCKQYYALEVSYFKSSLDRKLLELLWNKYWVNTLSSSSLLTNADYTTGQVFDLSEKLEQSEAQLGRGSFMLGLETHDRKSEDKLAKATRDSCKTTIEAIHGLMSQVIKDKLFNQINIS
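test system = HEK293T-derived human Csn5 enzyme | amount = 0.24 nM Csn5 enzyme, final concentration | medium = Tris/NaCl/DTT buffer, pH 7.5 | schedule = 90 min reaction at room temperature | signal = FP | evaluation = inhibition of Csn5 cleavage, % | compound dosing = single dose of 12.5 µM compound with 0.25% DMSO | probe or stimulus = 10 nM SCFSkp2-Nedd8OG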
* marks the source's active call; other numbers are inactive results; i = inactive; nt = not tested or not shown; + = active, no number.

SMILES | MLLE-PAM2 inh | MsrA inh | Tb MetRS inh | E coli Lon inh | Neddylation inh | Rin1 Abl inh | FAS TE block | MsrA act | CSN deneddyl inh
CCOc1ccccc1NC(=O)CCS(=O)(=O)c1ccc(OC)cc1 | 4.3 | 0.6 | 0.2 | -1.5 | i | 4.1 | -11.1 | -3.8 | -8.1
COc1cc(Cl)cc(CN2CCC(CCC(=O)NC3CC3)CC2)c1OC | 1.5 | 0.3 | -0.5 | -5.7 | i | -0.1 | -7.6 | -5.1 | 0.9
Cc1ccc(/C=N/Nc2ccc(F)cc2)s1 | 2.2 | -0.5 | -0.6 | -9.8 | i | 3.1 | 0.0 | -2.1 | 5.3
Cc1c(NC(=O)c2c(NC(=O)CNC3CC3)sc3c2CCCC3)c(=O)n(-c2ccccc2)n1C | 5.7 | 0.5 | -0.2 | -10.8 | i | -2.1 | -2.8 | -1.4 | -0.8
O=C(CN1CCOCC1)NCc1ccc(F)cc1 | -25.6 | 0.6 | -0.3 | -6.2 | i | 1.7 | -5.4 | 1.3 | -4.9
Cc1ccc(S(=O)(=O)Cn2nnnc2C(CC(C)C)N2CCN(C)CC2)cc1 (stereo not drawn) | 16.5 | 0.9 | 0.5 | -6.6 | i | -0.7 | -0.2 | 1.5 | 1.2
CC(=O)OC(C(=O)Nc1nncs1)c1ccccc1 (stereo not drawn) | 13.5 | 1.1 | -0.5 | 3.2 | i | 1.4 | 2.4 | -3.2 | 4.2
CC(C)[C@@H](C(=O)OCC(=O)c1ccc2c(c1)NC(=O)CO2)N1C(=O)c2ccccc2C1=O | 4.5 | 0.9 | -0.2 | -1.5 | i | -1.2 | 1.4 | -2.4 | -2.3
CC(C)Oc1cccc(C(=O)C2CCCN(C(=O)c3cncs3)C2)c1 (stereo not drawn) | 5.5 | -0.9 | -0.1 | -8.4 | i | -3.6 | -5.3 | -6.6 | -1.1
COc1ccc(C2CCN(CC(=O)N(C)C)CC2O)cc1 (stereo not drawn) | -6.5 | 0.7 | -0.2 | -7.3 | i | 1.4 | 7.4 | -1.6 | -3.5
O=C(Nc1ccc(F)cc1)C1COc2ccccc2O1 (stereo not drawn) | -3.4 | -0.8 | -0.8 | 0.5 | i | -1.9 | -0.5 | -2.6 | 0.9
CC(C)(C)c1nn2cnnc2n(/N=C/c2ccc(O)cc2)c1=O | 9.8 | 3.5 | 0.3 | -2.8 | i | 4.5 | -10.6 | -2.6 | 1.9
O=C(O)c1ccc(C(S(=O)(=O)c2ccccc2)S(=O)(=O)c2ccccc2)cc1 | 10.3 | -1.0 | 0.6 | -8.4 | i | -1.1 | -9.5 | -0.5 | -2.6
COc1cccc2cc(-c3nnc(SCC(=O)NCCc4ccccc4)n3C)oc12 | -12.2 | -0.8 | -0.3 | -4.4 | i | -2.9 | -9.2 | -5.3 | -5.2
NC(=O)c1c(/N=C/c2cccs2)sc2c1CCCC2 | 2.2 | -0.1 | -0.4 | -4.2 | i | -0.7 | 3.4 | -3.4 | 4.4
O=C(COC(=O)c1ccc2ncsc2c1)Nc1ccccc1Br | 0.1 | -1.8 | 0.7 | -2.1 | i | 2.1 | 7.1 | 0.4 | 10.3
CCOc1cc(C2c3c(-c4ccccc4)n[nH]c3C(=O)N2c2ccc(C(=O)O)cc2)ccc1O (stereo not drawn) | -4.0 | -0.5 | 0.4 | -4.2 | i | 1.7 | -4.4 | -3.0 | 10.9
Cc1nc(NC(=O)COC(=O)C2CC2C)c(Cl)cc1Cl (stereo not drawn) | 2.4 | 0.4 | -0.1 | -7.1 | i | 2.7 | -7.5 | -0.3 | -2.7
CCOC(=O)c1c(C)oc2c1c(C(c1cccnc1)N1CCOCC1)c(O)c1ccccc12 (stereo not drawn) | 10.7 | 4.0 | -0.9 | 1.9 | i | 0.8 | 28.3 | 2.1 | 0.6
Cc1ccc(NC(=O)COC(=O)C2COc3ccccc3O2)cc1S(=O)(=O)N1CCOCC1 (stereo not drawn) | 6.3 | 0.7 | -1.2 | -0.2 | i | 1.4 | -9.4 | -8.1 | -12.8
COc1ccc(-c2[nH]ncc2/C=C(/C#N)C(=O)NC2CCCCCC2)cc1 | -2.0 | 3.0 | -0.3 | -7.6 | + | 3.2 | -32.6 | -1.2 | 5.7
CCOC(=O)c1ccc(NC(=O)COc2cc3oc(=O)c(CC(C)O)c(C)c3cc2Cl)cc1 (stereo not drawn) | 0.6 | 0.3 | 0.1 | -7.8 | i | 3.3 | -12.4 | -1.9 | -3.4
O=S1(=O)CCC(=Nc2ccc(Cl)cc2)c2ccsc21 | 3.0 | -0.4 | -1.1 | 5.3 | i | 1.4 | -6.4 | -9.6 | 4.8
CCCCNC(=O)Nc1c(C(=O)OCC)[nH]c2ccccc12 | -13.9 | -0.5 | -1.6 | -9.8 | i | -1.1 | -9.2 | -5.7 | -1.5
O=c1c2ccc(Cl)cc2nc(-c2ccc([N+](=O)[O-])cc2)n1O | -1.3 | 1.7 | 0.0 | -5.4 | i | -1.1 | 28.2 | -3.2 | 6.2
NC(=O)CSc1nc(N)c2c3c(sc2n1)CCCCC3 | -0.8 | -0.8 | -1.0 | -17.5 | i | 3.6 | -8.4 | -1.1 | 2.6
CN1CCC(N(C)C(=O)CCc2nc3ccccc3c(=O)[nH]2)CC1 | 3.1 | -1.8 | -0.2 | -11.2 | i | -6.2 | -8.1 | 1.1 | 5.1
CC(C)CC(C(=O)OCC(=O)Nc1ncc(Cl)cc1Cl)N1C(=O)c2ccccc2C1=O (stereo not drawn) | 7.1 | 0.5 | -0.7 | 2.1 | i | 2.6 | 6.1 | -0.8 | -5.8
COc1ccc(N2C(=O)CC(Sc3nc4ccccc4s3)C2=O)cc1 (stereo not drawn) | -1.9 | 2.0 | 0.0 | -7.2 | i | 0.0 | 3.3 | -2.0 | -8.3
Cc1ccc(Cn2cccc(NC(=O)CCC3CCCC3)c2=O)cc1 | 2.2 | 1.3 | -1.2 | 11.8 | i | -0.9 | 35.9 | -3.1 | 4.9
CCN(C(=O)COC(=O)c1ccc(C=O)cc1)c1c(N)n(Cc2ccccc2)c(=O)[nH]c1=O | -5.7 | 0.5 | 0.2 | -4.9 | i | 4.9 | -6.5 | -3.3 | 0.2
CCn1c(CC(=O)Nc2ccccc2C)nnc1SCC(=O)NC1=NCCS1 | -4.7 | 0.1 | -0.5 | 3.7 | i | 5.5 | -1.9 | -2.2 | -0.1
Cc1ccnc(N2CCC(C(=O)NNC(=O)c3ccncc3)CC2)n1 | 1.0 | 0.4 | -0.7 | -2.4 | i | 0.8 | -5.1 | -6.0 | 3.9
O=c1[nH]c(CSc2nnc(NCCCN3CCOCC3)s2)nc2cc(Cl)ccc12 | 11.3 | 0.0 | -1.0 | -10.4 | i | -1.9 | -12.3 | -10.0 | 2.0
CC12CN(C(=O)c3ccccc3Br)CC(C)(CN(C(=O)c3ccccc3Br)C1)C2=O | 8.4 | 1.1 | -0.6 | -6.7 | i | -3.0 | -3.8 | -3.2 | 0.0
COCCCN(C(=O)c1ccc2ccccc2n1)c1c(N)n(Cc2ccccc2)c(=O)[nH]c1=O | -22.7 | 2.4 | -0.4 | -5.4 | i | 3.8 | -4.7 | -9.4 | 6.7
COc1ccc(C)cc1NC(=O)C12CCC(C)(C(=O)O1)C2(C)C (stereo not drawn) | -1.9 | 0.5 | -0.4 | -5.2 | i | 2.6 | -3.0 | -7.2 | 0.8
CCc1nc2oc3ccccc3c(=O)c2c(=O)n1-c1ccccc1 | -1.1 | 0.3 | -1.3 | -6.3 | i | 1.9 | -6.9 | -15.5 | 4.8
COc1cc2ccc(CC(=O)O)cc2cc1OC | nt | -0.9 | -1.0 | 0.3 | i | nt | -5.5 | -9.6 | -2.6
O=C(CCCC(=O)N(CC(=O)NC1CCCC1)c1ccc(F)c(Cl)c1)Nc1ccccn1 | 5.6 | 0.7 | -0.7 | 6.4 | i | 3.6 | 14.6 | -2.1 | 2.3
c1ccc(-n2ncc3c(NCC4CCCO4)ncnc32)cc1 (stereo not drawn) | -10.5 | -0.1 | -1.1 | -7.1 | i | 1.9 | -4.9 | -3.1 | -6.9
O=C1N(c2ccc(Cl)cc2)C(c2ccc(Cl)cc2)N2CCCN12 (stereo not drawn) | 4.4 | 0.1 | 0.3 | 0.0 | i | 3.5 | 21.3 | 1.2 | 0.5
O=C(NCCCc1ccccc1)C1CC(=O)N(c2ccc3c(c2)OCCO3)C1 (stereo not drawn) | -8.2 | -0.1 | -0.7 | -8.6 | i | -5.3 | 4.8 | -2.6 | -1.0
COCCNc1nnc(SCC(=O)NC(=O)c2ccc(Cl)cc2)s1 | 11.4 | -0.2 | -0.4 | -9.3 | i | -1.4 | -6.9 | -4.2 | 1.6
Cc1c(NS(=O)(=O)c2cccc(C(=O)NCc3ccccc3)c2)c(=O)n(-c2ccccc2)n1C | 0.6 | 0.1 | 0.0 | -5.3 | i | 2.3 | -5.7 | -0.9 | 1.8
Cc1ccc2c(c1)C1CN(C)CCC1N2S(=O)(=O)c1ccccc1F (stereo not drawn) | 3.2 | -0.8 | -0.3 | -2.4 | i | 3.7 | -2.4 | -5.9 | -2.1
CCCC(=O)NNC(=O)c1ccoc1C | -0.5 | -1.2 | 0.3 | 10.6 | i | 2.0 | -13.6 | -3.9 | -1.5
COc1ccc(S(=O)(=O)N2CCN(c3nc(-c4cccnc4)nc4ccccc34)CC2)cc1 | -3.7 | 1.0 | -0.2 | -15.6 | i | -0.8 | 32.1 | -2.4 | 6.3
CCOC(=O)C1CCN(C(=O)CN2C(=O)c3cccnc3Oc3ccc(C)cc32)CC1 | -2.9 | 0.0 | -0.5 | 0.3 | i | -0.8 | -1.4 | -1.1 | 1.6
Cn1c(N)c(C(=O)COC(=O)c2cccnc2Cl)c(=O)n(C)c1=O | -10.3 | -0.4 | 0.6 | 5.4 | i | 3.4 | -3.8 | 0.5 | -1.7
COc1ccccc1NC(=O)C1CCOC1=O (stereo not drawn) | -3.4 | -1.3 | 0.3 | 13.1 | i | 2.5 | -8.0 | -5.6 | -3.7
